Source: PubChem (Icahn School of Medicine at Mount Sinai)
RBX1-CUL1 inh: inhibitors of human ROC1-CUL1 ubiquitin ligase activity; E3 ubiquitin-protein ligase RBX1 (Homo sapiens) + Cullin-1 (Homo sapiens), P62877+Q13616; in vitro K48 di-Ub FRET, acceptor:donor ratio, 45 min; inhibition, % at 10 µM; 140,000 tested, 0.6% active; AID 1347404, 2020; in the data active = inhibition above about 25%
Target sequence (P62877 whole entry, looked up): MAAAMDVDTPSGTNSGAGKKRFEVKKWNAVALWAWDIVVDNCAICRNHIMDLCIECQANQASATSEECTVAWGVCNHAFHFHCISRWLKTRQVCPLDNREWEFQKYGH
Target sequence (Q13616 whole entry, looked up): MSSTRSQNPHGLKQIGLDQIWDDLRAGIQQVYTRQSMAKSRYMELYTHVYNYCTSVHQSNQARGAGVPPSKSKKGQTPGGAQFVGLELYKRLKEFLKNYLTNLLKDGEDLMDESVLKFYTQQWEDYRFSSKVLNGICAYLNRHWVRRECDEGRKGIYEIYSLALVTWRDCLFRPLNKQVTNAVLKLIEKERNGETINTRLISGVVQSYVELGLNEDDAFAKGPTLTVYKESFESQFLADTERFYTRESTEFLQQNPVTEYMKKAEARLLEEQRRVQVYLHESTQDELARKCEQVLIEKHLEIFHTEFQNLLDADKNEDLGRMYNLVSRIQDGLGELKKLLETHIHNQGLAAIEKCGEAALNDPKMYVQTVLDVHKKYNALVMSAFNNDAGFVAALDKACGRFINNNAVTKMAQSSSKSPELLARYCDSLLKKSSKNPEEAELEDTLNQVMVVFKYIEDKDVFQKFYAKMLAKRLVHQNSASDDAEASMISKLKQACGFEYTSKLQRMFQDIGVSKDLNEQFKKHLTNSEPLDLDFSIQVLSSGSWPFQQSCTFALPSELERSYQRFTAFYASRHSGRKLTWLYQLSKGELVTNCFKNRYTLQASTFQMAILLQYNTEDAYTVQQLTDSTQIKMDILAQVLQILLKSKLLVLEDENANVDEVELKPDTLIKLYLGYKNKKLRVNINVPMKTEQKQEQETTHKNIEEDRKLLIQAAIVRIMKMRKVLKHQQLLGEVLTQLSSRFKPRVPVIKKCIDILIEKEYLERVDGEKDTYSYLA
The depositor's hits bear a star. Only part of the results is shown; count on the stated rates, not on these rows.

structure	RBX1-CUL1 inh
COc1ccccc1NC(=O)NC1(C(F)(F)F)Oc2ccccc2O1	7
O=C(Nc1ccc(C(F)(F)F)cc1)C(Cc1ccccc1)n1cccc1 (stereo unspecified)	1
O=C(Nc1cc(Cl)cc(Cl)c1)C(=O)N1CCOCC1	4
CCCNC(=O)c1ccc(OC)c(C)c1	-5
COc1cccc(NC(=O)C2CCN(c3nn4cc(-c5ccc(F)cc5)nc4s3)CC2)c1	13
Cc1[nH]c2ccccc2c1CC(=O)NCCN1Cc2ccccc2OC(c2ccsc2)C1 (stereo unspecified)	12
Cc1ccc(Cl)cc1NC(=O)CCN1C(=O)c2ccccc2C1=O	2
COc1ccc(NC(=O)C2CCN(c3ccc(Sc4ccc(C)cc4)nn3)CC2)c(OC)c1	-1
CC(C)c1cnc2c(c1SCC(=O)Nc1cccc([N+](=O)[O-])c1)c(=O)n(C)c(=O)n2C	-10
Cn1c(=O)c2c(ncn2Cc2ccc(C(C)(C)C)cc2)n(C)c1=O	-5
Cc1nc(N2CCC(N3CCCC(C(=O)CC(C)C)C3)CC2)nc2cc(S(C)(=O)=O)ccc12 (stereo unspecified)	2
COc1ccc(CCNC(=O)Cn2c(=O)n(-c3ccc(OC)c(OC)c3)c(=O)c3ccccc32)cc1OC	1

The list goes on (4 carried over from the part before).
structure	RBX1-CUL1 inh
CC(C)c1cnc2c(c1SCC(=O)Nc1cccc([N+](=O)[O-])c1)c(=O)n(C)c(=O)n2C	-10
Cn1c(=O)c2c(ncn2Cc2ccc(C(C)(C)C)cc2)n(C)c1=O	-5
Cc1nc(N2CCC(N3CCCC(C(=O)CC(C)C)C3)CC2)nc2cc(S(C)(=O)=O)ccc12 (stereo unspecified)	2
COc1ccc(CCNC(=O)Cn2c(=O)n(-c3ccc(OC)c(OC)c3)c(=O)c3ccccc32)cc1OC	1
COc1ccc(Oc2c(C(F)(F)F)oc3cc(OC(C)C(=O)OC4CCCCC4)ccc3c2=O)cc1 (stereo unspecified)	-9
CN(Cc1ccccc1)c1nc2c(S(=O)(=O)c3ccccc3)nnn2c2ccsc12	7
CCOc1ccc2oc(=O)cc(CN3CCN(c4ccc(OC)cc4)CC3)c2c1	7
COC(=O)C1C(C)=Nc2ncnn2C1c1cccnc1 (stereo unspecified)	8
O=S(=O)(c1c(F)cccc1F)N(Cc1ccc(OCC2CCC2)cc1)C1CC1	-9
CN1CCC(Oc2ccc(Cl)cc2C(=O)NC(C)(C)C)CC1	-5
CC1CCc2c(sc(NC(=O)c3ccccc3F)c2C(N)=O)C1 (stereo unspecified)	-9
Cc1ccc(N(CC(=O)NC(C)c2ccccc2)S(=O)(=O)c2c(C)noc2C)cc1 (stereo unspecified)	1
COc1cccc(-c2ccc3c(N)c(C(=O)Nc4ccc(F)c(Cl)c4)sc3n2)c1	2
CC(C)n1c(=N)c(C(=O)NCc2cccnc2)cc2c(=O)n3ccccc3nc21	0
COc1cccc(CN2CCCC3(CCN(C(=O)Cc4cccnc4)C3)C2)c1OC (stereo unspecified)	0
COc1ccc2c(c1)OC(C)CN(Cc1ccc(SC)cc1)C2 (stereo unspecified)	8
CCc1ccc(C(=O)N2CCN(Cc3ccc(F)cc3)CC2)s1	-2
CC(C)c1ccc(S(=O)(=O)N2CCN(C(=O)C3CCC3)CC2)cc1	4
CCOC(=O)C[n+]1c(C)ccc2c1CCC2	-1
CCCCCc1c(C)nc(SCCCC)[nH]c1=O	-7
O=C1CC(CC(=O)N2CCCCC2c2nccs2)(c2cccc(F)c2)C(=O)N1Cc1cccnc1 (stereo unspecified)	6
CCOc1ccccc1CN1CCc2nc(N3CCN(C)CC3)ncc2C1	-11
Cc1nc2c(sc3nc4c(cc32)COC(C)(C)C4)c(=O)n1CC(C)C	13
CCCCOc1ccc(CNC(=O)C2CCCN(c3nnc(-n4c(C)ccc4C)s3)C2)cc1 (stereo unspecified)	-6
COCC(=O)Nc1cc(C(=O)NC2CCc3ccccc32)cc2ncn(CCc3ccccc3)c12 (stereo unspecified)	-3
COc1cccc(CN2CCCC(NCc3ccc(C)o3)C2)c1 (stereo unspecified)	-11
CCCCn1c(SCC(=O)OC)nc2sc3c(c2c1=O)CCC3	4
Cc1ccc(NC(=O)C2CCN(C(=O)c3cnn(-c4ccccc4)c3-n3cccc3)CC2)cc1	-12
Cc1nn(-c2ccc(Cl)nn2)c(=O)c2ccccc12	-4
COc1ccc2nc3oc(C(=O)N4CCN(c5cc(C)ccc5C)CC4)cc3cc2c1	0
Nc1nc[nH]c(=O)c1N=Cc1ccc([N+](=O)[O-])cc1	-18
CCN=C1CC=C(Br)C=C(C(=O)/C=C/c2c(Cl)cccc2Cl)C1=O	90*
COc1ccccc1N1CCN(c2cc(C)nc3nc(-c4ccc(C)cc4)nn23)CC1	1
Cc1c(OC(=O)C(C)NC(=O)OC(C)(C)C)ccc2c1oc(=O)c1ccccc12 (stereo unspecified)	5
Oc1cccc(CN2CCC(n3cc(-c4ccccc4)nn3)CC2)c1	15
C=CCNS(=O)(=O)c1cc(C)ccc1OC	0
CCOC(=O)c1cccc(NC(=O)c2cc3c(-c4cccc(OC)c4)nn(C)c3s2)c1	-5
COc1cccc(-c2ccc3c(N)c(C(=O)Nc4cc(F)ccc4C)sc3n2)c1	-9
COc1ccc(-c2nc(CN3CCCCC3c3nccs3)c(C)o2)c(OC)c1 (stereo unspecified)	3
Cc1cccc(OCC(=O)Oc2cccc3ccc(C)nc23)c1	1
CN(C)c1ccc(C(CNC(=O)c2ccccc2Cl)N2CCc3ccccc32)cc1 (stereo unspecified)	-8
Cc1occc1C(=O)N1CCCC1C(=O)Nc1ccccc1Oc1cccnc1 (stereo unspecified)	4
CCc1[nH]nc(C(=O)N(C)C2CCCN(CCc3ccccc3)C2)c1C (stereo unspecified)	12
Cc1cc(Nc2ccc(Br)cc2)n2nc(-c3ccccc3C)nc2n1	8
COC(=O)CCCNC(=O)CCc1nnc(Cc2cccc(C)c2)o1	6
CC1=C(C(=O)N2CCCC(CCC(=O)NCc3ccccc3Cl)C2)OCCO1 (stereo unspecified)	14
CCN1CCc2c(sc(NC(=O)CSc3ccccc3)c2-c2nc3ccccc3s2)C1	-3
CN1C[C@@H]2C[C@@H](c3cccc(-n4cccn4)c3)N3CCC[C@@]23C1=O	-1
COc1cccc(NC(=O)C2=C(C)C(=O)OC23CCN(C(C)=O)CC3)c1	-5
COc1ccc(-n2c(Cn3nnc4ccccc43)n[nH]c2=S)cc1	-1
CC(NC(=O)c1ccc2c(c1)CCN2S(=O)(=O)c1ccccc1)c1ccccc1 (stereo unspecified)	2
COc1cccc(OCc2cc(C(=O)N(C)Cc3c(C)nc4ccccn34)n[nH]2)c1	1
COC(=O)c1nn(-c2ccc(Cl)cc2)c2nc3ccccc3n12	5
COc1cc(Br)c(C(C)NC(=O)c2ccccc2)cc1OC (stereo unspecified)	1
O=C(NCCc1cccnc1)c1coc(COc2cccc(F)c2F)n1	5
CCNc1nc(NCC)nc(OCCNS(=O)(=O)c2cc(C)ccc2C)n1	6
CCCC12CCC(C(=O)Oc3ccc(OCC)c(C#N)c3C#N)(CC1)CC2	5
Cc1cc2oc(=O)c(C)c(C)c2c2c1CC(C)O2 (stereo unspecified)	1
O=C1C2ON(c3ccc(Cl)cc3)C(c3ccc(F)cc3)C2C(=O)N1c1ccccc1 (stereo unspecified)	6
O=C1c2ccccc2C(=O)N1C/C=C1\c2ccccc2CSc2ccccc21	-3
Cc1c(CN2CCC3(CCCN(Cc4ccc(F)cc4)C3=O)C2)cnn1C (stereo unspecified)	2
CC1(C(=O)N2CCC(N3CCC(C(=O)N4CCOCC4)CC3)CC2)CCCCC1	10
CCOC(=O)CN1C(=O)S/C(=C/c2cc(C(C)C)c(OC)cc2C)C1=O	9
CCOc1ccccc1CNC(=O)c1cn(-c2ccc(OC)cc2)c(=O)c2ccccc12	1

Following part
structure	RBX1-CUL1 inh
CCc1cccc(C)c1NC(=O)/C=C/c1cccs1	-3
CCNC(=O)c1ccc(F)c(S(=O)(=O)N2CCC(C)CC2)c1	1
CC(C)(C)c1ccc(-c2nnc(-c3cc(Br)ccc3Br)o2)cc1	-4
O=C(Cc1ccccc1)Nc1sc2c(c1C(=O)Nc1ccc(Br)cc1)CCCC2	3
Cc1cc(C)cc(NC(=O)C2CCN(S(=O)(=O)c3cn(C)cn3)CC2)c1	-3
Cc1ccccc1-c1noc(-c2ccc(N3CCC(CCO)CC3)nc2)n1	11
CCCN1CCC(NC(=O)c2ccc(Cl)cc2Cl)CC1	-3
CCn1c(COc2ccc(C(C)C)cc2)nnc1SCC(=O)Nc1ccc(Cl)c(Cl)c1	3
CCOc1ccccc1NC(=O)CN1CCN(S(=O)(=O)c2ccc(Br)cc2)CC1	-9
COc1ccc(C)cc1N(CC(=O)Nc1ccc(S(=O)(=O)N2CCOCC2)cc1)S(C)(=O)=O	0
C=CCC(=O)N1CCc2c(cnc(C)c2-c2noc(-c3ccc(C#N)cc3)n2)C1	10
Cc1nn(Cc2cccc(C(=O)O)c2)c(C)c1Br	-6

Three entries already listed, sorted by molecular weight, highest first.
structure	RBX1-CUL1 inh
COc1ccc(C)cc1N(CC(=O)Nc1ccc(S(=O)(=O)N2CCOCC2)cc1)S(C)(=O)=O	0
Cc1ccccc1-c1noc(-c2ccc(N3CCC(CCO)CC3)nc2)n1	11
CCNC(=O)c1ccc(F)c(S(=O)(=O)N2CCC(C)CC2)c1	1

Going on with the list.
structure	RBX1-CUL1 inh
OCCc1cn(C2CCN(Cc3cnn(-c4ccccc4)c3)CC2)nn1	-6
COc1ccc(OCC(=O)OCc2cc(=O)n3nc(C4CC4)sc3n2)cc1	-4
COc1cccc(CC(C2CCN(C(=O)/C=C/c3ccc(F)cc3)CC2)N(C)C(=O)CC(C)C)c1 (stereo unspecified)	3
CCC(Oc1ccccc1F)C(=O)Nc1ccccc1F (stereo unspecified)	-2
CCn1c(SCC(=O)Nc2ccccc2C)nnc1-c1ccco1	-6
Cc1ccc2nc(N3CCN(c4cccc(Cl)c4)CC3)c3nnnn3c2c1	-7
CCc1nn(CCCC(=O)NCc2ccccc2Br)c(=O)c2cc3occc3n12	4
O=C1C=C(CO)OC(CN2CCN(c3ccccn3)CC2)C1=O (stereo unspecified)	3
Cc1c(C(=O)Nc2ccc(Br)cc2C(=O)O)cccc1[N+](=O)[O-]	0
COc1ccc(OC)c(NC(=O)N2CCC(CN3CCCCC3)CC2)c1	6
N=C1NC(=O)/C(=C/c2ccc(F)c(Br)c2)S1	7
CC(C)=CCN1CC[C@@H](N2CCN(C)CC2)[C@H](O)C1	1

Some of the entries above in a different format.
RBX1-CUL1 inh	SMILES
-6	OCCc1cn(C2CCN(Cc3cnn(-c4ccccc4)c3)CC2)nn1
3	COc1cccc(CC(C2CCN(C(=O)/C=C/c3ccc(F)cc3)CC2)N(C)C(=O)CC(C)C)c1 (stereo unspecified)
3	O=C1C=C(CO)OC(CN2CCN(c3ccccn3)CC2)C1=O (stereo unspecified)

(continued)
structure	RBX1-CUL1 inh
O=C(Nc1cccc2cccnc12)c1cccc(F)c1	-3
Cc1[nH]c2ccccc2c1C1N(Cc2ccccc2)CCN1Cc1ccccc1	-8
Cc1cc(C)cc(-n2sc3c(c2=S)-c2cc(C)ccc2NC3(C)C)c1	2
O=S1(=O)c2ccccc2N(Cc2ccccc2)c2ccccc21	-12
CC(Oc1cc(Cl)c(Cl)cc1Cl)C(=O)Nc1ccc(S(=O)(=O)Nc2nccs2)cc1 (stereo unspecified)	-7
COc1cc(OC)nc(Oc2ccccc2C(=O)Oc2ccc(C)cc2)n1	-5
CCOc1ccc(C(=O)Nc2ccc(S(=O)(=O)Nc3nccc(C)n3)cc2)cc1OCC	3
CCN1CCCC1CNC(=O)CCC1CCN(C(=O)c2ccnc(Cl)c2)CC1 (stereo unspecified)	-11
O=C1C(=O)N(c2ccc(F)cc2)C(=S)N1c1ccc(F)cc1	-5
CC(Oc1ccc(F)cc1)C(=O)N1CCN(c2ccccc2F)CC1 (stereo unspecified)	5
O=C1CCC(C(=O)N2CCCO2)CN1CCc1ccccc1 (stereo unspecified)	9
O=C1c2ccc([N+](=O)[O-])c3c([N+](=O)[O-])ccc(c23)C(=O)N1c1ccc([N+](=O)[O-])cc1	-4
CSc1ccc(CCNc2ncnc3onc(-c4ccc(Cl)cc4)c23)cc1	1
COc1ccc(OCc2nc(C(=O)N(C)Cc3c(C)nn(C)c3C)co2)cc1	6
COc1cccc(C2Nc3ccccc3-c3nnc(SCc4ccccc4)nc3O2)c1OC (stereo unspecified)	5
Cc1cccc(NC(=O)CN2C(=O)COc3ccc(S(=O)(=O)N4CCC(C)CC4)cc32)c1C	-5
Cc1ccc2c(c1)-c1ncc(C3(O)c4ccccc4OC3C(=O)c3ccc4c(c3)N(C)C(=O)CO4)cc1CO2 (stereo unspecified)	-2
CC(=O)Nc1cccc(NC(=O)CSc2nccn2Cc2ccccc2)c1	-6
CC(C)(C)OC(=O)N1CCC(c2nnc(SCc3ccccc3F)o2)CC1	-10
COc1ccc(NC(=O)COCc2cc(-c3ccco3)on2)cc1Cl	-6
Cc1ccc(NC(=O)c2c(C(=O)Nc3ccccc3)sc3nc(C)cc(=O)n23)cc1	7
CCc1nc2ccccc2n1C(=O)c1ccccc1C(=O)O	1
CC(=O)OC(OC(C)=O)c1cc([N+](=O)[O-])cs1	6
